Screening results as filed in PubChem BioAssay.
OXTR potentiate: potentiates the human oxytocin receptor response; P30559; CHO-OTR cells, Fluo-8 calcium fluorescence, potentiator mode; 0% = oxytocin EC15, 100% = EC100; activation, % at 3 µM; 0.061% of 320,000 active; AID 2445;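 active means activation above that plate's cutoff, the mean activation of tested compounds plus 3 SD, cut at about 6.6% in these data, passing the limit was not always enough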;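 further: 100% uses oxytocin at 75 nM as the full agonist control; some results filed as inactive read as strong as hits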
Target sequence (P30559 whole entry, looked up): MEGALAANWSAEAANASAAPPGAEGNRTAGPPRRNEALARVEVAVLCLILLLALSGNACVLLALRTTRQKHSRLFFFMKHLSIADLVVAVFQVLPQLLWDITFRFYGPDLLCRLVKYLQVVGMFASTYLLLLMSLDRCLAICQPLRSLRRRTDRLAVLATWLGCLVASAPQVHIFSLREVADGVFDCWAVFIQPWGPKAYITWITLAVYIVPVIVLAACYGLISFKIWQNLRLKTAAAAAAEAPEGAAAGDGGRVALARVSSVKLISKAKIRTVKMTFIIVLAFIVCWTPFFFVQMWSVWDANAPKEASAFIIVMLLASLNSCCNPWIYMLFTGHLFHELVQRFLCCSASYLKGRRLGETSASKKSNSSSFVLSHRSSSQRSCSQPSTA
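System: human OTR in CHO cells / Also added: sub-maximal oxytocin, roughly EC15 / Control set: EC15 oxytocin low, 75 nM oxytocin high / Schedule: 6 min compound pre-incubation at room temperature, 100 s kinetic read / Compound: single-point 3.0 µM / Replication: singlicate / Technique: Fluo-8 calcium dye fluorescence / Read-out basis: % activation of max/min ratio relative to oxytocin controls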
M18AAP inhibitor: blocks P. falciparum M18 aspartyl aminopeptidase | 1.2% of 290,000 active | AID 1822 | inhibition, % at 7.35 µM | recombinant PfM18AAP, H-Glu-NHMec fluorogenic cleavage;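 active means inhibition above the campaign mean inhibition over all tested compounds plus 3 SD, cut at about 28% in these data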;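 further: 0% = plate median of test compound wells and 100% = 2 mM ZnCl2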
MEKK2 WT-MEK5: raises or lowers MEK5 binding to wildtype human MEKK2 PB1 domain. Q9Y2U5. bead flow cytometry, Alexa488-MEK5 binding to MEKK2 WT; actives lie on both sides. AID 1531. 1.1% of 290,000 active. binding response (% of control), % at 10 µM; in the data active means binding response below about 67% or above about 130%
GPR7 antagonist: blocks human GPR7 receptor signaling; GPR7-expressing cells, fluorescence antagonist assay; 1.1% of 290,000 active; inhibition, % at 4.4 µM; P48145; in the data active means inhibition above about 16%, passing the limit was not always enough;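 further: cells stimulated with the agonist NPW; 0% = agonist with vehicle and 100% = vehicle without agonist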
V1aR counter: V1a receptor agonism, counter-screen for OXTR agonists; P37288; CHO-V1R cells, Fluo-8 calcium fluorescence, agonist mode; 0% DMSO, 100% 3 nM vasopressin; activation, % at 3 µM; 0.25% of 320,000 active; AID 2797;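 active means activation above the mean activation of all tested compounds plus 3 SD, per screening run, cut at about 20% in these data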;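 further: signal is peak over basal fluorescence ratio across a 100 second FLIPR read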
Target sequence (P37288 whole entry, looked up): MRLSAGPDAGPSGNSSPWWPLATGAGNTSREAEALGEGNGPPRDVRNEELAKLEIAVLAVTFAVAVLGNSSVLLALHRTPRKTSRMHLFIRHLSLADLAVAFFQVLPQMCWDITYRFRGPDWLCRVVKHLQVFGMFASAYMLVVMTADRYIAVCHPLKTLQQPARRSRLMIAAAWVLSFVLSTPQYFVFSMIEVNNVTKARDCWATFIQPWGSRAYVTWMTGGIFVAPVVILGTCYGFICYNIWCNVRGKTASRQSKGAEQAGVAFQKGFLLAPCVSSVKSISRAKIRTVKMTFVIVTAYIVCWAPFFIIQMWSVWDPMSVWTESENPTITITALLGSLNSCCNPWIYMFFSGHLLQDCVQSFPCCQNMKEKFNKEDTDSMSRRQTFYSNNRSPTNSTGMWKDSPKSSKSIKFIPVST
OXTR ag: human OXTR agonism | CHO-OTR cells, Fluo-8 calcium fluorescence; normalized: DMSO 0%, oxytocin 100% | P30559 | 0.32% of 320,000 active | activation, % at 3 µM | AID 2435;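 active means activation above the mean of all tested compounds plus 3 SD, cutoff set per screening run, cut at about 20% in these data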;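 further: peak over basal fluorescence ratio from a 100 s FLIPR kinetic read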
NALP1 yeast inh: NALP1 inhibition | S. cerevisiae NALP1/ASC/caspase-1 growth, X-gal OD620, 72 h | inhibition, % at 10 µM | 0.61% of 280,000 active; in the data active means inhibition mostly above about 24%, no sharp cut-off; inactive means mostly below about 32%; further: some compounds called inactive have numbers as strong as hits
GalR3 antagonist: human GalR3 antagonism; 0.44% of 360,000 active; HEK293 GalR3-CNG cAMP membrane potential fluorescence; galR3 body fused to GalR1 C-terminus; inhibition, % at 3 µM; O60755;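 active means inhibition above the screen-wide average plus 3 SD, cut at about 13% in these data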;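 further: forskolin and galanin both at EC90 stimulate the cells; cAMP rise reported by CNG channel membrane potential dye signal; 0% = forskolin plus galanin with DMSO and 100% = forskolin alone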
MEKK2 mut-MEK5: signal of MEK5 binding to mutant human MEKK2 PB1 domain | 0.35% of 290,000 active | percent response, % at 10 µM | bead flow cytometry, Alexa488-MEK5 binding to MEKK2 mutant; in the data active means percent response above about 24%, passing the limit was not always enough; further: inactives centre near 1; some results filed as inactive read as strong as hits
* hit, by the source's call.

What do the screens show for `CCOc1ccccc1C1C(C(=O)Nc2ccccc2OC)=C(C)Nc2nnnn21` (configuration not stated)?
OXTR potentiate: -7.8; M18AAP inhibitor: -1.7; MEKK2 WT-MEK5: 111.0; GPR7 antagonist: 3.5; V1aR counter: 2.2; OXTR ag: 3.4; NALP1 yeast inh: 5.2; GalR3 antagonist: 0.3; MEKK2 mut-MEK5: 26.0*

Results for COCCNC(=O)CCCn1c(=O)c2cc(OC)c(OC)cc2n(CC(=O)Nc2ccc(F)cc2)c1=O ?
OXTR potentiate: -3.8; M18AAP inhibitor: 0.8; MEKK2 WT-MEK5: 98.0; GPR7 antagonist: -5.1; V1aR counter: 0.7; OXTR ag: 0.1; NALP1 yeast inh: -1.2; GalR3 antagonist: -1.0; MEKK2 mut-MEK5: 1.0

How did COc1ccc(S(=O)(=O)NNC(=O)Nc2ccc(C)cc2C)c(OC)c1 do in these assays?
OXTR potentiate: -6.6; M18AAP inhibitor: -9.7; MEKK2 WT-MEK5: 100.0; GPR7 antagonist: -16.6; V1aR counter: 0.4; OXTR ag: -0.9; NALP1 yeast inh: 9.3; GalR3 antagonist: -0.1; MEKK2 mut-MEK5: -3.0

What do the screens show for `O=C(CSc1ccc(Cl)cc1)N1CCN(c2ccc(Cl)cc2[N+](=O)[O-])CC1`?
OXTR potentiate: -13.2; M18AAP inhibitor: -12.6; MEKK2 WT-MEK5: 94.0; GPR7 antagonist: -14.7; V1aR counter: 1.5; OXTR ag: 1.3; NALP1 yeast inh: 6.5; GalR3 antagonist: -10.8; MEKK2 mut-MEK5: -4.0

What do the screens show for `CCN(CC)c1ccc(C(=O)N/N=C/c2ccc(OC)cc2OC)cc1`?
OXTR potentiate: -3.8; M18AAP inhibitor: -4.9; MEKK2 WT-MEK5: 98.0; GPR7 antagonist: -0.4; V1aR counter: -0.9; OXTR ag: -2.3; NALP1 yeast inh: 4.9; GalR3 antagonist: -3.4; MEKK2 mut-MEK5: 3.0

Results for CCCN1Cc2cccc(C(=O)Nc3ccc(CC)cc3)c2C1=O ?
OXTR potentiate: -8.9; M18AAP inhibitor: 4.3; MEKK2 WT-MEK5: 100.0; GPR7 antagonist: -10.2; V1aR counter: 0.2; OXTR ag: -0.1; NALP1 yeast inh: 16.3; GalR3 antagonist: -4.8; MEKK2 mut-MEK5: 2.0

How did Cc1cc(C)n2nc(C(=O)N/N=C/c3ccco3)nc2n1 do in these assays?
OXTR potentiate: -4.0; M18AAP inhibitor: 2.9; MEKK2 WT-MEK5: 102.0; GPR7 antagonist: -5.3; V1aR counter: 0.3; OXTR ag: 0.5; NALP1 yeast inh: 1.8; GalR3 antagonist: -7.1; MEKK2 mut-MEK5: 16.0

Results for NC1=NC(c2ccc(F)cc2)n2c(nc3ccccc32)N1 (configuration not stated) ?
OXTR potentiate: 2.5; M18AAP inhibitor: -1.7; MEKK2 WT-MEK5: 105.0; GPR7 antagonist: -13.6; V1aR counter: -0.1; OXTR ag: 1.4; NALP1 yeast inh: 18.0; GalR3 antagonist: 1.9; MEKK2 mut-MEK5: 7.0

What do the screens show for `COc1cc(S(=O)(=O)N2CCN=C2c2ccccc2)ccc1Cl`?
OXTR potentiate: -9.9; M18AAP inhibitor: -8.0; MEKK2 WT-MEK5: 105.0; GPR7 antagonist: -1.8; V1aR counter: -0.3; OXTR ag: 0.4; NALP1 yeast inh: 15.7; GalR3 antagonist: -0.3; MEKK2 mut-MEK5: 3.0

How did Cc1ccc(-c2oc3ccccc3c(=O)c2OCC(=O)O)cc1 do in these assays?
OXTR potentiate: -1.6; M18AAP inhibitor: -7.3; MEKK2 WT-MEK5: 83.0; GPR7 antagonist: -3.1; V1aR counter: -0.2; OXTR ag: -0.5; NALP1 yeast inh: -6.6; GalR3 antagonist: 4.5; MEKK2 mut-MEK5: -6.0

Results for Cc1nnc(SCC(=O)N(C)c2c(N)n(Cc3ccccc3)c(=O)[nH]c2=O)n1Cc1ccccc1 ?
OXTR potentiate: 0.2; M18AAP inhibitor: -6.6; MEKK2 WT-MEK5: 99.0; GPR7 antagonist: -14.3; V1aR counter: 0.7; OXTR ag: 1.7; NALP1 yeast inh: -26.6; GalR3 antagonist: -2.1; MEKK2 mut-MEK5: -4.0

What do the screens show for `CN(C)c1ccc(N2C(=NC(=O)C3CCCO3)SC3CS(=O)(=O)CC32)cc1` (configuration not stated)?
OXTR potentiate: -4.6; M18AAP inhibitor: 9.4; MEKK2 WT-MEK5: 99.0; GPR7 antagonist: -10.0; V1aR counter: 1.3; OXTR ag: 0.2; NALP1 yeast inh: 6.2; GalR3 antagonist: -6.8; MEKK2 mut-MEK5: 4.0

How did CCC(C)Nc1nc(SC(C(C)=O)C(C)=O)nc(N(C)C)n1 (configuration not stated) do in these assays?
OXTR potentiate: -5.5; M18AAP inhibitor: -0.9; MEKK2 WT-MEK5: 101.0; GPR7 antagonist: -16.2; V1aR counter: -1.3; OXTR ag: -2.6; NALP1 yeast inh: 3.8; GalR3 antagonist: 0.3; MEKK2 mut-MEK5: 14.0

What do the screens show for `COc1ccc2cc3cc(C(=O)NCCN4CCc5ccccc5C4)oc3nc2c1`?
OXTR potentiate: -7.0; M18AAP inhibitor: 10.4; MEKK2 WT-MEK5: 118.0; GPR7 antagonist: -3.0; V1aR counter: 0.4; OXTR ag: 0.8; NALP1 yeast inh: 2.8; MEKK2 mut-MEK5: 11.0

Results for COc1ccc(OC)c(CN2CCN(C(=O)c3ccc(NS(=O)(=O)c4cccc([N+](=O)[O-])c4)cc3)CC2)c1 ?
OXTR potentiate: -0.9; V1aR counter: -1.1; OXTR ag: -1.0; GalR3 antagonist: -1.2

Results for CCN(C(=O)CSc1nnc(C2CC2)n1-c1ccccc1)C1CCS(=O)(=O)C1 (configuration not stated) ?
OXTR potentiate: 1.1; V1aR counter: 0.4; OXTR ag: 2.0; GalR3 antagonist: -5.0

Results for Cc1cc(S(=O)(=O)NC(C)C)ccc1OCC(=O)N1CCOCC1 ?
OXTR potentiate: 0.5; M18AAP inhibitor: 1.9; MEKK2 WT-MEK5: 98.0; GPR7 antagonist: -2.5; V1aR counter: -0.1; OXTR ag: 1.1; NALP1 yeast inh: -0.7; GalR3 antagonist: 6.1; MEKK2 mut-MEK5: 1.0

Results for S=c1[nH]nc(COc2ccccc2)n1/N=C/c1cccs1 ?
OXTR potentiate: 0.9; M18AAP inhibitor: 21.1; MEKK2 WT-MEK5: 105.0; GPR7 antagonist: -4.0; V1aR counter: -0.8; OXTR ag: -1.7; GalR3 antagonist: -2.4; MEKK2 mut-MEK5: 9.0

What do the screens show for `COc1ccccc1-n1c(SCC(=O)N2CCOCC2)nc(O)c(Cc2ccccc2)c1=O`?
OXTR potentiate: -19.6; M18AAP inhibitor: 0.7; MEKK2 WT-MEK5: 101.0; GPR7 antagonist: -14.8; V1aR counter: 0.7; OXTR ag: -0.3; NALP1 yeast inh: -0.6; GalR3 antagonist: -6.7; MEKK2 mut-MEK5: -1.0

How did COc1ccc(C2C3=C(CC(C)(C)CC3=O)Nc3n[nH]c(C)c32)cc1 (configuration not stated) do in these assays?
OXTR potentiate: -0.8; M18AAP inhibitor: 16.6; MEKK2 WT-MEK5: 96.0; GPR7 antagonist: 1.1; V1aR counter: 1.4; OXTR ag: -0.7; NALP1 yeast inh: 7.6; GalR3 antagonist: -0.7; MEKK2 mut-MEK5: 10.0

Results for COc1ccc(NC(=O)Cn2nnc3sc4c(c3c2=O)CC(C)(C)OC4)cc1 ?
OXTR potentiate: -0.4; M18AAP inhibitor: -0.6; MEKK2 WT-MEK5: 98.0; GPR7 antagonist: -4.2; V1aR counter: 2.5; OXTR ag: 0.9; NALP1 yeast inh: 9.5; GalR3 antagonist: -4.7; MEKK2 mut-MEK5: 0.0

Results for COc1ccc(C(CNC(=O)c2ccc(NS(=O)(=O)c3ccc(F)c(C)c3)cc2)N(C)C)cc1 (configuration not stated) ?
OXTR potentiate: -10.0; V1aR counter: 0.5; OXTR ag: 1.4; GalR3 antagonist: -3.4

What do the screens show for `Cc1cccn2cc(-c3cccc(NC(=O)c4cccs4)c3)nc12`?
OXTR potentiate: -7.4; M18AAP inhibitor: 0.1; MEKK2 WT-MEK5: 92.0; GPR7 antagonist: 2.9; V1aR counter: -1.1; OXTR ag: -2.9; NALP1 yeast inh: 2.2; GalR3 antagonist: -6.0; MEKK2 mut-MEK5: -9.0

Results for O=C(NCc1nnc(SCC(=O)N2CCCC2)o1)c1ccccc1F ?
OXTR potentiate: -9.3; M18AAP inhibitor: -3.8; MEKK2 WT-MEK5: 108.0; GPR7 antagonist: -6.7; V1aR counter: 0.3; OXTR ag: -0.2; NALP1 yeast inh: 0.9; GalR3 antagonist: -2.1; MEKK2 mut-MEK5: 9.0

Results for COc1ccc(C(C(=O)NC2CCCC2)N(C(=O)c2csnn2)C2CCCC2)cc1 (configuration not stated) ?
OXTR potentiate: -1.0; M18AAP inhibitor: -0.9; MEKK2 WT-MEK5: 106.0; GPR7 antagonist: -0.2; V1aR counter: -0.3; OXTR ag: 0.1; NALP1 yeast inh: 14.2; GalR3 antagonist: -4.7; MEKK2 mut-MEK5: 3.0

Results for Cc1cc(C)c(NC(=O)CNC(=O)COC(=O)C2CCN(c3ccc(C(F)(F)F)cn3)CC2)c(C)c1 ?
OXTR potentiate: -11.3; M18AAP inhibitor: 4.2; MEKK2 WT-MEK5: 90.0; GPR7 antagonist: -14.5; V1aR counter: 2.5; OXTR ag: -0.1; NALP1 yeast inh: 6.3; GalR3 antagonist: -1.2; MEKK2 mut-MEK5: 2.0

What do the screens show for `CN1CCN(C(=O)c2cnn(-c3ccccc3)c2NC(=O)c2ccccc2F)CC1`?
OXTR potentiate: -6.1; M18AAP inhibitor: 2.7; MEKK2 WT-MEK5: 100.0; GPR7 antagonist: -9.4; V1aR counter: 1.0; OXTR ag: -0.6; NALP1 yeast inh: -25.8; GalR3 antagonist: -0.5; MEKK2 mut-MEK5: 1.0

Results for CN(CC(=O)Nc1cccc(S(=O)(=O)N2CCCCC2)c1)Cc1ccc(F)cc1 ?
OXTR potentiate: -11.9; V1aR counter: 8.4; OXTR ag: 5.4; GalR3 antagonist: -4.3

How did OCCN(CCO)c1ncnc2c1oc1ccc(Br)cc12 do in these assays?
OXTR potentiate: -3.1; M18AAP inhibitor: -2.9; MEKK2 WT-MEK5: 101.0; GPR7 antagonist: -2.6; V1aR counter: 2.1; OXTR ag: 2.7; NALP1 yeast inh: 55.9; GalR3 antagonist: 10.9; MEKK2 mut-MEK5: -3.0

Results for O=[N+]([O-])c1ccccc1S(=O)(=O)N1CCN(Cc2ccsc2)CC1 ?
OXTR potentiate: -8.2; M18AAP inhibitor: -7.5; MEKK2 WT-MEK5: 89.0; GPR7 antagonist: -8.8; V1aR counter: 1.4; OXTR ag: -0.8; NALP1 yeast inh: 13.2; GalR3 antagonist: -1.5; MEKK2 mut-MEK5: -3.0
